Efa HMGR inh – inhibitors of class II HMG-CoA reductase from Enterococcus faecalis. inhibition, % at 10 µM. purified E. faecalis HMGR, NADPH absorbance 340 nm kinetic. 190,000 compounds, 0.41% hits;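 active means inhibition above a set limit, the median over all tested compounds plus 3 SD, cut at about 9.5% in these data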;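 further: enzyme runs in reverse so mevalonate oxidation gives rising NADPH absorbance; 0% = complete reaction with DMSO and 100% = background rate lacking mevalonate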
TNAP inh hiacc – inhibitors of human TNAP at high phosphate acceptor concentration | 200,000 compounds, 0.03% hits | purified TNAP, CDP-star luminescence, 1 M DEA | inhibition, % at 20 µM;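 active means over 50% inhibition of tissue-nonspecific alkaline phosphatase at 20 µM in the single-dose screen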;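 further: plate controls were DMSO wells for no effect and EDTA-quenched wells as full inhibition for full effect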
PMI act – phosphomannose isomerase (human) activation. purified human PMI, coupled resazurin fluorescence, 20 min; active compounds read high; 1 = vehicle control, 0 substrate-free wells. 190,000 compounds, 0.005% hits. activation factor at 20 µM;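 active means activation factor of 2 or more at 20 µM, relative to plate controls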
Target sequence (P34949 whole entry, looked up): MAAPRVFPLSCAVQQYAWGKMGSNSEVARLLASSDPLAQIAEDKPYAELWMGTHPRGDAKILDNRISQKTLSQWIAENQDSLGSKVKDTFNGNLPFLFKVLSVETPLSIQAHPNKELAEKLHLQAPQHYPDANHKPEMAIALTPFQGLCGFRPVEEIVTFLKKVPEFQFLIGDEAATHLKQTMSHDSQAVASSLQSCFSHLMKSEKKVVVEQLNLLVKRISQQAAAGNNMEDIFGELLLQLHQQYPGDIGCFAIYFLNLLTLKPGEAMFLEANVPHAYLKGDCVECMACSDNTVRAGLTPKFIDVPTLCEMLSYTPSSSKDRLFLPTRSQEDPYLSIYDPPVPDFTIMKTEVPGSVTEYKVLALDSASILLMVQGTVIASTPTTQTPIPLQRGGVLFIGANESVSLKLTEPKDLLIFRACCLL
TNAP inh noacc – inhibitors of human TNAP without phosphate acceptor; AID 1012; purified TNAP, CDP-star luminescence, 30 min; 200,000 compounds, 0.26% hits; inhibition, % at 20 µM; P05186;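 active means tissue-nonspecific alkaline phosphatase inhibition above about 50% at 20 µM in the single-dose screen, limit read from the data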;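 further: 0% = DMSO negative control and 100% = EDTA positive control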
FLuc act counter – firefly luciferase counter-screen for stimulation assays; P08659; ATPlite luciferase biochemical, luminescence, 10 min; 0 = ATP-free wells, 1 = DMSO control; activation factor at 10 µM; 200,000 tested, under 10 active;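 active means luciferase activation factor, scaled between plate controls, of at least 2 with compound at 10 µM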
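Material: Luciferase/luciferin reagent mix | Doses: Test compounds dosed from 2 mM stocks in 100% DMSO | Timing: 10 min incubation after luciferase reagent addition, room temperature | Measured by: Luminescence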
G6PDH counter – counter-screen for G6PDH assay hits: L. mesenteroides G6PDH inhibition. Purified L. mesenteroides G6PDH, diaphorase/resazurin coupled fluorescence, 45 min. inhibition, % at 5 µM. 200,000 compounds, 0.12% hits. AID 1020; in the data active means inhibition above about 50%
Diaph inh CS – diaphorase inhibition or chemical oxidation counter-screen; diaphorase resazurin-to-resorufin fluorescence, NADH, 16 min; bacterial (C. kluyveri) enzyme, not human; inhibition, % at 20 µM; 190,000 compounds, 0.69% hits;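 active means primary screen inhibition at 20 µM above a set limit, cut at about 50% in these data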;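 further: plate controls were DMSO with full reaction for no effect and wells lacking NADH for full effect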
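Detection: fluorescence of resorufin formed from resazurin, Ex 544/Em 590 nm; test system: Clostridium kluyveri diaphorase enzyme; amount: 0.14 U/mL diaphorase, enzyme working solution; times: 16-min room-temperature incubation before reading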
Diaphorase act – counter-screen for diaphorase-based assays: diaphorase activators and chemical reducers | Diaphorase/resazurin coupled assay, resorufin fluorescence, 16 min; active compounds read high; 1 = vehicle wells, 0 = NADH-free wells | AID 1229 | activation factor at 20 µM | 190,000 compounds, 0.005% hits;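 active means diaphorase activity raised at least twofold by the compound at 20 µM; inactive means activation factor below 2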
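Assay system: bacterial diaphorase enzyme (C. kluyveri) / Input: enzyme 0.07 U/mL final / Medium: 50 mM HEPES pH 7.4 with 4.542 mM MgCl2, 0.005% Tween 20 / Doses: single compound dose of 20 µM, 1% DMSO final / Incubation: 16 min enzyme reaction, ambient temperature / Signal: fluorescence, excitation 544 nm and emission 590 nm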
PMI act satM6P – PMI (human) activation, high substrate; AID 1216; 190,000 compounds, 0.34% hits; coupled PMI enzyme assay, resazurin fluorescence, 20 min; active compounds read high; 1 = untreated enzyme, 0 = substrate-free blank; P34949; activation factor at 20 µM;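 active means activation factor of 2 or more at 20 µM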
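Test system: human phosphomannose isomerase with PGI, G6PDH, diaphorase coupling enzymes; amount: 15 ng/mL PMI; incubation: enzyme reaction with compound 20 min at room temperature; technique: resorufin fluorescence (Ex 544/Em 590 nm) from resazurin via diaphorase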
TNAP act hi DEA – increases human TNAP activity under high phosphate acceptor concentration; P05186; purified TNAP, CDP-star luminescence, 1 M DEA, 30 min; active compounds read high; 0 = EDTA background, 1 = DMSO-only activity; activation factor at 20 µM; 200,000 tested, under 10 active; AID 1136;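 active means activation factor at least 2 at 20 µM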
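Control set: EDTA negative control, DMSO positive control / Assay system: human TNAP / Quantity: TNAP 1/800 final / Evaluation: TNAP activation factor scaled between EDTA and DMSO control wells / Measured by: luminescent substrate turnover signal / Compound dosing: one dose, 20 µM / Times: 30 min enzyme reaction at room temperature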
* marks the source's active call; other numbers are inactive results.

SMILES	Efa HMGR inh	TNAP inh hiacc	PMI act	TNAP inh noacc	FLuc act counter	G6PDH counter	Diaph inh CS	Diaphorase act	PMI act satM6P	TNAP act hi DEA
Cc1cc(-n2c(=O)c(C#N)cc3c(=O)n4ccccc4nc32)no1	0	-2	1	-10	1	8	16	0.8	0.9	1
N#Cc1c(N)sc2c1CCN(CCc1ccccc1)C2	2	-2	1.1	-10	1.1	-2	18	0.8	0.9	1
COc1ccc(-c2nnc(SCC(=O)Nc3nc4ccccc4s3)n2C)cc1	-3	5	1	-4	1.1	-5	2	1	1	0.9
Cc1cc(Cl)c(OCCCn2ccnc2)c(Br)c1	1	1	1.1	-38	1.1	3	2	1	1.1	1
CCOc1cc(CNCC2CCCN2CC)cc(Cl)c1OC (configuration not stated)	-5	-7	1.1	-9	1.1	5	8	0.9	1.1	1.1
CC(=O)NCC(=O)OC(C)C(=O)Nc1ccc(C(C)=O)cc1 (configuration not stated)	-8	-3	0.9	-4	1.1	-11	9	0.9	1	1
CC1CC(C)(C)NC(=S)N1CCCC(=O)Nc1ccc(Cl)cc1 (configuration not stated)	0	0	1	4	1	0	8	0.9	1	1
N#Cc1ccc(NC(=S)Nc2ccccc2)cc1	-3	-5	1	5	1	-3	10	0.9	1	1
C=CCNC(=S)Nc1ccc(F)cc1F	-3	0	1	-11	1.1	6	5	1	1.1	1
COc1ccc(C(c2nnnn2C2CCCC2)N2CCN(C3CCCC3)CC2)cc1OC (configuration not stated)	2	-6	1.1	2	1.1	0	8	0.9	1.1	1.1
COc1ccc(C2CC(c3cccs3)=NN2c2nc(C)c(C(C)=O)s2)cc1OC (configuration not stated)	4	-6	1.6	-14	1	4	5	0.9	2*	1.1
O=[N+]([O-])c1cc(/C=N/OCc2c(Cl)cccc2Cl)ccc1N1CCOCC1	0	7	0.8	2	1	-11	24	0.8	0.8	0.9
O=c1sc2ccccc2n1CCOc1ccccc1	-4	-7	0.9	-9	0.9	10	14	0.9	0.9	1.1
COc1ccc(Nc2nc(-c3sc(N)nc3C)cs2)cc1	0	3	0.6	-41	0.9	-65	26	0.7	0.7	1
Cc1scc(C(=O)NNC(=S)NCC2CCCO2)c1-c1ccccc1 (configuration not stated)	-4	-3	1	-192	1	-3	5	1	1	1
CC(C)(C)NC(=O)NC(=O)CSc1nnc(COc2ccccc2Cl)o1	-4	-3	1	-6	1	3	2	1	1	1
Cc1csc(NC(=O)c2ccc3c(=O)n4c(nc3c2)CCCCC4)n1	-4	-1	0.9	1	0.7	7	8	0.9	1	1
Cn1c2ccccc2c(=O)c2c(=O)n(C3CCCCC3)c(-c3ccco3)nc21	-5	-2	1	-11	1	-23	6	0.9	1.2	1
Cc1cc(C)n2nc(CC(=O)NC3CCCCCCC3)nc2n1	0	-3	0.9	-6	1.1	-2	21	0.8	0.9	1
COC(=O)c1sc2nc(C)nc(SCC(=O)N3CCC(C(=O)O)CC3)c2c1C	-6	-4	1.3	-14	1	13	-10	1.1	1.2	1
CCOC(=O)c1cc2oc(C)cc2n1CC(=O)OC1CCCCC1	-7	-5	0.8	-7	1.1	-10	16	0.8	0.9	1.1
Cc1cc(=O)n2nc(N3CCC(C(=O)N4CCN(Cc5ccccc5)CC4)CC3)sc2n1	-4	-1	1	-8	1.1	-36	9	0.9	1	1
CCC1(C)Cc2c(C#N)c(N)n(N)c(=S)c2CO1 (configuration not stated)	1	-2	1.1	-6	1	7	16	0.8	1.1	1
Cc1ccc(S(=O)(=O)Cn2nnnc2CN2CCN(Cc3ccc4c(c3)OCO4)CC2)cc1	1	-4	1	-7	1.1	1	14	0.9	1	1
COC(CNC(=O)c1cc(-c2ccncc2)nc2ccc(S(=O)(=O)N3CCOCC3)cc12)OC	-7	-1	0.9	-5	1	8	11	0.9	0.9	1
Cc1cc(C)n(CC(=O)c2cccc(N)c2)n1	-2	-1	0.9	-5	1	3	10	0.9	0.9	1
CCN(CC)S(=O)(=O)c1cccc(NC(=O)COC(=O)CCC(=O)c2ccc(F)cc2)c1	0	0	0.9	-20	1	-2	25	0.8	0.9	1
OC(CNCc1ccc(Cl)cc1)(c1ccccc1)c1ccc(F)cc1 (configuration not stated)	-2	-3	0.9	-13	1	9	14	0.9	0.9	1
Cc1cc(Oc2ccc(C)c(Cl)c2)nc(SCC(=O)c2ccccc2)n1	-5	-1	0.8	0	1.1	6	17	0.8	0.9	1
COc1cccc(NC(=O)C(=S)NC2CCCCC2)c1	-11	-5	0.9	-149	0.5	11	-6	1.1	1	1
CC1CCCC(NC(=O)COC(=O)CSc2ccc3ccccc3c2)C1C (configuration not stated)	5	-3	1	-7	1	-8	29	0.7	0.9	1
Nc1nc2ccccc2cc1S(=O)(=O)c1ccccc1	-9	-4	1	-9	1	-3	10	0.9	1	1
Cc1ccc(C)c(NC(=S)N=Nc2c(O)n(C)c3ccc(S(=O)(=O)N4CCOCC4)cc23)c1	-1	24	0.8	18	1	0	17	0.8	0.8	0.8
COc1ccc(S(=O)(=O)NC(CC(=O)O)c2ccco2)cc1 (configuration not stated)	-2	0	1	-4	1.1	5	15	0.8	0.9	1
CC(=O)Nc1nonc1-c1nc2ccccc2n1CC1CC1	-2	-5	0.9	-4	1	-3	18	0.8	0.9	1
COc1ccc(S(=O)(=O)N2CCCCC2)cc1NS(=O)(=O)c1ccccc1F	-6	-4	1.3	-19	1.1	2	2	1	1.2	1
Cc1ccc(CSCC(=O)N2CCN(c3ccc(F)cc3)CC2)cc1	-1	-4	1	-7	1.1	-1	16	0.8	0.9	1
CCOC(=O)c1c(-c2ccc(C)o2)csc1NC(=O)CN1CCOCC1	-7	-6	0.9	15	1.1	3	7	0.9	1	1.1
CCOC(=O)CSC(C)C(=O)Nc1nnc(C(C)C)s1 (configuration not stated)	-5	1	1	-5	1	10	9	0.9	1.1	1
CC(=O)c1cn(-c2ccc(Cl)cc2)c(=O)n(Cc2ccc(Br)cc2)c1=O	1	3	1.1	-6	1	-3	3	1	1	1
COC(=O)[C@H](CCSC)NC(=O)NC1CCN(Cc2ccccc2)CC1	-4	2	0.9	-14	1	9	3	1	1	1
COc1nc(N(C)S(=O)(=O)c2ccc(C)cc2)nc(C)c1Cl	-1	-8	1	-11	1	1	29	0.7	1	1.1
O=C(NC1CC1)C1=NOC(CNc2ncc(C(F)(F)F)cc2Cl)C1 (configuration not stated)	0	-5	1.1	-14	1.1	3	8	0.9	1.1	1.1
CCN(CC)c1ccc(NC(=O)COC(=O)CSc2ccc(Br)cc2C)cc1	-2	-1	0.9	-5	1	2	18	0.8	0.7	1
Cc1nnc(NC(=O)/C=C/c2ccco2)s1	0	-6	1.1	4	1	15	-10	1.1	1	1.1
CC1Cc2ccccc2N1C(=O)COC(=O)c1ccc(S(=O)(=O)N(C)C)cc1 (configuration not stated)	-8	-6	1.1	-10	1	14	13	0.9	1	1.1
C=CCN(CC=C)C(=S)NC(=O)Cc1cccc2ccccc12	4	-3	0.8	0	1	4	25	0.7	0.9	1
CCC/S(CC1CC1(Cl)Cl)=N\S(=O)(=O)c1ccc(C)cc1 (configuration not stated)	-1	-2	1.1	-7	1	0	0	1	1.1	1
O=C(C1Cc2ccccc2O1)N1CCCCC1 (configuration not stated)	-6	-6	1	-15	1.1	4	16	0.8	1	1.1
Cc1ccc(-n2c(Cc3cccc4ccccc34)n[nH]c2=S)c(C)c1	-5	-5	0.8	-101	1.1	-1	28	0.7	0.8	1
CCOc1ncccc1C(=O)Nc1ccc(Cl)c(S(=O)(=O)N2CCCC2)c1	-5	-2	0.9	-5	1.1	5	11	0.9	0.9	1
CC(C)CC(NC(N)=O)C(=O)OCC(=O)Nc1ccc(SC(F)F)cc1 (configuration not stated)	1	-1	1	-5	1	2	-2	1	1.1	1
O=C(NNC(=O)C1CCN(Cc2ccccc2)CC1)c1cccc(Cl)c1	-1	1	0.9	-20	1	-12	18	0.8	0.9	1
CC(=O)Cc1nsc(NC(=O)c2ccc(COc3ccc(C)cc3)o2)n1	3	-4	1	-4	1	5	13	0.9	1.1	1

Compound activity deposited in PubChem by several laboratories.
